Screening data from PubChem.
ULK1 primary: human ULK1 kinase inhibition, primary screen. O75385. AlphaScreen Atg13 phosphorylation by ULK1, luminescence. inhibition, % at 5.96 µM. 30,000 tested, 1.9% active; in the data active = inhibition above about 43%;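 also: 0% = median of compound wells and 100% = no enzyme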
ASK1 inh: inhibitors of human ASK1 kinase. inhibition, % at 7.44 µM. 22,000 tested, 0.99% active. AlphaScreen MKK6 phosphorylation by ASK1, luminescence. AID 1159602. Q99683; in the data active = inhibition above about 35%;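 also: 0% = median of compound wells and 100% = no enzyme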
* marks the source's active call; other numbers are inactive results; . = no result given. Not a hit list, and some 2.3% of all compounds hit somewhere here.

ULK1 primary	ASK1 inh	Structure
36	-26	Oc1ccc(CCNc2nc(Nc3ccccc3)nc3nc[nH]c23)cc1
12	.	CCCN1CCC2(CC1)NC(=O)N(CC(=O)NCCc1ccc(OC)c(OC)c1)C2=O
2	8	CCCNc1nc(N2CCC(N3CCOCC3)CC2)nc2c1ncn2CCN1CCCC1=O
-43	13	CCN(CC)C(=O)C1CCCN(c2nc(NCCc3ccc(OC)cc3)c3[nH]cnc3n2)C1 (stereo unspecified)
12	-3	CC(C)N(CCNC(=O)c1csc(Nc2ccc3ncccc3c2)n1)C(C)C
1	-1	COc1cc2nc(NCc3cccnc3)nc(NCCOc3ccccc3)c2cc1OC
-2	9	O=C1CCCN1CCCNc1nc(N2CCC(N3CCOCC3)CC2)nc2c1ncn2Cc1ccc(C(F)(F)F)cc1
-25	-3	COc1ccc(CC(=O)Nc2cc(-n3ccc4ccccc43)ccn2)cc1
0	6	CC(C)n1c(-c2csc3ccccc23)nc2c(NC3CC3)ncnc21
8	5	O=C(NC1CC1)c1ccc(-c2nc(NC3CC3)c3ncn(CCN4CCCC4=O)c3n2)cc1
-50	-2	O=C(NCCCN1CCCC1=O)c1ccc2nc(-c3csc4ccccc34)sc2c1
0	4	O=C(NCCc1ccc(O)cc1)c1cccc(Cl)n1
5	9	c1cncc(-n2cnc(-c3ccnc(Nc4ccc(N5CCOCC5)cc4)c3)n2)c1
4	.	Cc1nc(-c2cncc(-c3cccs3)c2)cc(N2CCCCC2)n1
-22	1	O=C(NCc1cccnc1)c1ccc2nc(-c3ccccc3)sc2c1
25	.	CCCCCCCCCCCCCCCC(=O)OC[C@H](O)[C@H]1OC(=O)C(=O)C1O (stereo partly specified)
-18	24	Cn1cc(-c2ccsc2-c2ccnc(Nc3ccc(N4CCOCC4)cc3)c2)cn1
1	-9	C=CCN1CCN(c2c(Cl)cccc2NC(=O)c2cccc(F)c2)CC1
23	9	FC(F)(F)c1ccc(Cn2cnc3c(NCc4cccc(C(F)(F)F)c4)nc(NCCN4CCOCC4)nc32)cc1
-1	3	Cc1cnc(N2CCOCC2)nc1Nc1ccccc1
-2	.	O=C(Oc1ccc(OCCC2CO2)cc1)c1ccc(OCCC2CO2)cc1 (stereo unspecified)
0	2	O=C1CCCN1CCn1cnc2c(NCc3ccccc3)nc(Nc3ccc4ncccc4c3)nc21
-6	.	COc1ccc(CNC(=O)C(C(=O)c2ccc(F)cc2)n2cc(C)ccc2=O)cc1 (stereo unspecified)
-2	-7	CN1CCN(c2ccc(-c3nc(C(=O)NCc4ccccc4)cs3)cc2)CC1
10	4	COc1cc(Nc2nc(Nc3ccc(-n4ccnc4)cc3)nc3c2ncn3C(C)C)cc(OC)c1OC
-11	29	CC(=O)Nc1ccc(Nc2ccnc(Nc3ccc(C(F)(F)F)cc3)n2)cc1
20	16	COc1cc(NC(=O)c2ccnc(-c3cccs3)c2)cc(OC)c1OC
-6	0	O=C(NC1CCN(Cc2ccccc2)CC1)C1CCN(c2ccc(NCCN3CCOCC3)nn2)CC1
1	-9	COc1cc(Nc2nc3c(NCCCN4CCCC4=O)ncnc3n2C(C)C)cc(OC)c1OC
-1	-3	COc1ccc(-c2nc(NCc3cccc(C(F)(F)F)c3)c3ncn(CCN4CCCC4=O)c3n2)cn1
21	19	FC(F)(F)c1ccc(Nc2nc(NC3CC3)c3[nH]cnc3n2)cc1
26	0	Cc1cc(NCc2cccnc2)nc(-c2ccc(N3CCOCC3)nc2)n1
2	3	CC(C)n1cnc2c(NCCCN3CCCC3=O)nc(-c3ccc(C(N)=O)cc3)nc21
-12	-6	COc1cc(Nc2cc(C(=O)NCCOc3ccccc3)ccn2)cc(OC)c1OC
3	-3	CCCNC(=O)c1cncc(-c2ccc(N3CCOCC3)nc2)c1
0	.	Cn1c(=O)n(CCCl)c2ccccc21
15	.	CCOc1cc(/C=C(\C#N)C(=O)Nc2ccc([N+](=O)[O-])cc2Cl)ccc1OC(C)=O
18	-13	Cn1c(Nc2nc(NCc3cccnc3)c3ncn(-c4ccsc4)c3n2)nc2ccccc21
0	5	NC(=O)c1cnc(-c2ccc(N3CCOCC3)nc2)s1
8	-11	c1ccc(-n2cnc3c(NCc4nc5ccccc5[nH]4)nc(Nc4nccc5ccccc45)nc32)cc1
25	47*	O=C1CCCN1CCCNc1nc(Nc2ccc(-n3ccnc3)cc2)nc2c1ncn2-c1ccsc1
6	.	COC(=O)c1cc2c(=O)n3cc(C)ccc3nc2n(CCCN2CCOCC2)c1=N
-2	.	CN(C)CCN1C(=O)c2ccccc2N(C)c2ccccc21
-2	-6	CC(=O)c1cccc(-c2ncc(C)c(NCc3cccc(C(F)(F)F)c3)n2)c1
-18	5	Oc1ccc(CCNc2nc(Nc3ccc(-n4ccnc4)cc3)nc3c2ncn3Cc2ccc(C(F)(F)F)cc2)cc1

The final two entries of the section above lead into the next:
ULK1 primary	ASK1 inh	Structure
-2	-6	CC(=O)c1cccc(-c2ncc(C)c(NCc3cccc(C(F)(F)F)c3)n2)c1
-18	5	Oc1ccc(CCNc2nc(Nc3ccc(-n4ccnc4)cc3)nc3c2ncn3Cc2ccc(C(F)(F)F)cc2)cc1
1	6	c1ccc(Nc2cc(N3CCN(Cc4ccc5c(c4)OCO5)CC3)ncn2)cc1
6	.	CCCCC(=O)N(Cc1ccc(-c2ccccc2-c2nn[nH]n2)cc1)[C@H](C(=O)O)C(C)C
7	-2	CCNc1nc(Nc2ccc(NC(C)=O)cc2)c2ncn(-c3ccccc3)c2n1
0	2	Cc1ncn(-c2ccc(Nc3ncc4ccnc(-c5ccccc5)c4n3)cc2)n1
14	2	COc1ccc(-c2nc(NCCN3CCOCC3)c3[nH]cnc3n2)cn1
-8	.	O=C(O)C1CC(=O)N(CCN2CC(C(=O)O)CC2=O)C1 (stereo unspecified)
-26	17	CC(=O)Nc1ccc(Nc2nc(-c3ccc(C(=O)NC4CC4)cc3)nc3c2ncn3Cc2ccc(C(F)(F)F)cc2)cc1
5	-5	CC(C)n1cnc2c(NC3CCN(Cc4ccccc4)CC3)nc(Nc3ncccn3)nc21
8	5	Cn1cnnc1-c1ccc(Nc2ncc(F)c(-c3ccccc3)n2)cc1
-17	1	Cc1cnc(NCc2ccc3c(c2)OCO3)nc1NCc1ccccc1
-8	.	Cc1cc(NC(=O)c2c(F)cccc2F)n(-c2ncnc3c2cnn3-c2ccccc2)n1
-5	13	COc1ccc(-c2cc(NCCN3CCOCC3)nc(N)n2)cn1
6	-13	Cc1cncc2c(S(=O)(=O)N3CC[C@H](NC(=O)[C@H](C)O)C3)cccc12
6	.	CS(=O)(=O)c1ccc(N2CCc3ccccc3C2)c(F)c1
-1	-13	Cc1cc(NC2CC2)nc(N2CCC(N3CCOCC3)CC2)n1
-21	-18	CC(C)(C)c1ncn(-c2ccc(Nc3nccc(-c4cccc(Nc5ccccc5)n4)n3)cc2)n1
-13	-2	O=C(NCCN1CCOCC1)c1csc(NCCN2CCOCC2)n1
-8	.	O=C1C2C3C=CC(C4CC34)C2C(=O)N1c1ccc(Cl)c(Cl)c1 (stereo unspecified)
-13	.	CCc1cc(=O)n(CC(=O)Nc2ccc(Br)cc2)c(-n2nc(C)cc2C)n1
15	5	CC(C)n1cnc2c(NC3CC3)nc(-c3ccc(C(=O)NC4CC4)cc3)nc21
3	4	CC(C)n1cnc2c(N)nc(N3CCC(N4CCOCC4)CC3)nc21
-15	-7	Cc1nn(C)c(C)c1-c1ccc(C(=O)NCCOc2ccccc2)s1
-6	-11	NC(C(=O)NCc1nc(-c2ccncc2)n[nH]1)c1ccc(Br)cc1 (stereo unspecified)
0	-7	CC(C)N(CCNc1cc(-c2ccccc2)nc(N)n1)C(C)C
34	.	Cc1nc2ccccc2n1C(=O)/C=C/c1ccc2c(c1)OCO2
10	8	CS(=O)(=O)Nc1ccc(-c2cnc3cccc(-c4cccnc4)c3c2)cc1
10	-11	O=C(Cc1cn(-c2ccc(Nc3ccccc3)nn2)c2ccccc12)NCCO
-18	-11	COc1ccc(CCNc2cc(N3CCC(N4CCOCC4)CC3)ncn2)cc1
-6	-18	CC(C)n1cnc2c(NCc3ccccc3)nc(Nc3ncccn3)nc21
-2	1	Cn1ccc2cc(-c3cc(C(=O)NC4CC4)ccn3)ccc21
1	.	CC12CN3CC(C)(CN(C1)S3=O)C2=O (stereo unspecified)
17	21	COc1cc(Nc2nc(Nc3nc4ccccc4n3C)nc3c2ncn3Cc2ccc(C(F)(F)F)cc2)cc(OC)c1OC
-12	.	Cc1ncc([N+](=O)[O-])n1CCOC(=O)c1ccc([N+](=O)[O-])cc1
15	.	CN1CCCc2cc(C(CN)N3CCCCC3)ccc21 (stereo unspecified)
-41	2	CC(C)N(CCNc1nc(-c2ccc(N3CCOCC3)nc2)nc2c1ncn2Cc1ccc(C(F)(F)F)cc1)C(C)C
5	-10	Nc1nc(NCCCN2CCCC2=O)cc(-c2ccccc2)n1
-18	-5	CCN(CC)c1nc(Nc2ccccc2)nc(N2CCN(c3ccccn3)CC2)n1
1	-7	COc1ccc(-c2cccc(C(=O)NCc3ccccc3)c2)cn1
-1	.	CNc1nc(N/N=C/c2ccc(OC)cc2)nc(Nc2cccc(C(F)(F)F)c2)n1
-5	.	CN(C)C(=O)C(CCN1CCC(O)(c2ccc(Cl)cc2)CC1)(c1ccccc1)c1ccccc1
7	-17	Cc1noc(C)c1-c1cccc(C(=O)NC2CC2)n1
-2	-1	CC(=O)c1cccc(-c2nc3ncnc(Nc4ccc(Oc5ccccc5)cc4)c3[nH]2)c1
6	12	CC(C)n1cnc2c(NCc3cccnc3)nc(N3CCN(Cc4ccc5c(c4)OCO5)CC3)nc21
-14	.	CCC(=O)OCC(=O)C1(OC(=O)CC)C(C)CC2C3CCC4=CC(=O)C=CC4(C)C3(Cl)C(O)CC21C (stereo unspecified)
-6	.	Cc1ccc(CN2CCN(c3ccc(C(F)(F)F)cn3)C2=O)cc1

18 structures out of the list, arranged by SMILES length, lowest first.
ULK1 primary	ASK1 inh	Structure
0	.	Cn1c(=O)n(CCCl)c2ccccc21
1	.	CC12CN3CC(C)(CN(C1)S3=O)C2=O (stereo unspecified)
15	.	CN1CCCc2cc(C(CN)N3CCCCC3)ccc21 (stereo unspecified)
7	-17	Cc1noc(C)c1-c1cccc(C(=O)NC2CC2)n1
-2	.	CN(C)CCN1C(=O)c2ccccc2N(C)c2ccccc21
3	-3	CCCNC(=O)c1cncc(-c2ccc(N3CCOCC3)nc2)c1
-6	-18	CC(C)n1cnc2c(NCc3ccccc3)nc(Nc3ncccn3)nc21
20	16	COc1cc(NC(=O)c2ccnc(-c3cccs3)c2)cc(OC)c1OC
-6	-11	NC(C(=O)NCc1nc(-c2ccncc2)n[nH]1)c1ccc(Br)cc1 (stereo unspecified)
10	-11	O=C(Cc1cn(-c2ccc(Nc3ccccc3)nn2)c2ccccc12)NCCO
10	8	CS(=O)(=O)Nc1ccc(-c2cnc3cccc(-c4cccnc4)c3c2)cc1
2	8	CCCNc1nc(N2CCC(N3CCOCC3)CC2)nc2c1ncn2CCN1CCCC1=O
15	5	CC(C)n1cnc2c(NC3CC3)nc(-c3ccc(C(=O)NC4CC4)cc3)nc21
12	.	CCCN1CCC2(CC1)NC(=O)N(CC(=O)NCCc1ccc(OC)c(OC)c1)C2=O
25	47*	O=C1CCCN1CCCNc1nc(Nc2ccc(-n3ccnc3)cc2)nc2c1ncn2-c1ccsc1
6	12	CC(C)n1cnc2c(NCc3cccnc3)nc(N3CCN(Cc4ccc5c(c4)OCO5)CC3)nc21
-1	-3	COc1ccc(-c2nc(NCc3cccc(C(F)(F)F)c3)c3ncn(CCN4CCCC4=O)c3n2)cn1
-18	5	Oc1ccc(CCNc2nc(Nc3ccc(-n4ccnc4)cc3)nc3c2ncn3Cc2ccc(C(F)(F)F)cc2)cc1

Continuation.
ULK1 primary	ASK1 inh	Structure
7	4	CC(C)n1c(N2CCC(N3CCOCC3)CC2)nc2c(NCCOc3ccccc3)ncnc21
24	-11	Cc1ccc2c(c1)CC(c1nc3ccc(-c4cn[nH]c4)cc3c(=O)[nH]1)CO2 (stereo unspecified)
-5	-19	COc1cc2nc(Nc3ccncn3)nc(NCCc3ccc(O)cc3)c2cc1OC
3	10	COc1ccc(CCNc2nc(-c3c(C)noc3C)nc3nc[nH]c23)cc1
-22	.	OC1CCN(c2cc(-c3cccc(C(F)(F)F)c3)nc(-c3cccnc3)n2)CC1
-9	-3	COc1ccc2c(c1)CC(C(=O)Nc1ccc(-c3ccnn3C)cc1OCCN1CCOCC1)CO2 (stereo unspecified)
4	6	CC(=O)c1cccc(-c2nc(Nc3ccc(N4CCOCC4)cc3)c3ncn(-c4ccccc4)c3n2)c1
-14	9	O=C(Nc1ccc(-c2cn[nH]c2)cc1)[C@@H]1Cc2cc(F)ccc2CN1
-8	.	Cn1c(=O)cc(NCCc2ccccc2)n(Cc2ccccc2)c1=O
2	-10	CCCNc1nccc(-c2c(-c3ccc(F)cc3)nc3n2[C@@H](CO)[C@@H](C)C3)n1
-5	23	c1ccc(CNc2nc(N3CCN(Cc4ccc5c(c4)OCO5)CC3)nc3c2ncn3-c2ccsc2)cc1
5	-19	COc1ccc(CCNC(=O)c2cccc(Nc3nc4ccccc4n3C)c2)cc1
7	18	COc1ccc(CCNc2nc(NC3CCN(Cc4ccccc4)CC3)nc3c2ncn3-c2ccsc2)cc1
3	3	OC1CCN(c2cccc(-c3ccnc(Nc4ccc(-n5ccnn5)cc4)n3)c2)CC1
10	.	CCC(Br)(CC)C(=O)NC(=O)NC(C)=O
11	.	CC(=O)Oc1c(C)cc(OCC(O)CNC(C)C)c(C)c1C (stereo unspecified)
4	-3	CN1CCN(C(=O)c2ccc(-c3nc(NCCN4CCOCC4)c4ncn(Cc5ccc(C(F)(F)F)cc5)c4n3)cc2)CC1
-26	33	FC(F)(F)c1ccc(Cn2cnc3c(Nc4ccc5c(c4)OCO5)nc(NCCN4CCOCC4)nc32)cc1
